TLR9-MyD88 inh = TLR9-MyD88 interaction inhibition; 340,000 tested, 0.21% active; CHO BLA complementation TLR9-MyD88, CCF4 FRET ratio; AID 504734; inhibition, % at 4.98 µM; Q9NR96+Q99836;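 active = inhibition above the mean over all tested compounds plus 3 SD, cut at about 21% in these data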;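 also: 0% = DMSO only wells and 100% = clavulanate BLA inhibitor control wells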
TWEAK-Fn14 inh = blocks TWEAK-Fn14 interaction in a reporter cell assay | 360,000 tested, 2% active | TWEAK-stimulated Fn14 reporter cells, luciferase luminescence, 8 h | inhibition, % at 10 µM; in the data active = inhibition above about 50%
NR2F2 inh = blocks human COUP-TFII nuclear receptor. AID 686940. 370,000 tested, 0.7% active. inhibition, % at 8.6 µM. HEK293T NGFI-A luciferase reporter, luminescence;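 active = inhibition above a per-plate cutoff, mean inhibition of test wells between control levels plus 3 SD, cut at about 38% in these data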;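 also: cells cotransfected with COUP-TFII expression vector driving the NGFI-A reporter; 0% = median of COUP-TF2 test wells and 100% = reporter-only cells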
Target sequence (P24468 whole entry, looked up): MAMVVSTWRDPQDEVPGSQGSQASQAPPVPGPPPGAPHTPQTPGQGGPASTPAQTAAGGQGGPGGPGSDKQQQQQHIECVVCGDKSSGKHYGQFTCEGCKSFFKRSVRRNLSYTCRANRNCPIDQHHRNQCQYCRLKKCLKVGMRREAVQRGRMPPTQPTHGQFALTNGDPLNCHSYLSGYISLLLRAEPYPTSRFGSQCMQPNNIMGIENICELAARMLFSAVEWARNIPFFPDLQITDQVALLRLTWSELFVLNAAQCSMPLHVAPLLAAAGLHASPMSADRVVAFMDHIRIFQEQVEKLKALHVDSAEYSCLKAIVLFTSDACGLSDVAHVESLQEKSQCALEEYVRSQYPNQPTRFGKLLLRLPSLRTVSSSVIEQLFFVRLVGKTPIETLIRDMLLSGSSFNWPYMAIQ
C8 TRAIL sens = sensitizes caspase-8 expressing cells to TRAIL | NB7+C8 cells + TRAIL, ATPlite viability luminescence | inhibition (viability loss, TRAIL sensitization), % at 10 µM | 360,000 tested, 1% active | AID 624354;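 active = compounds causing at least 50% loss of cell viability in the single-dose screen, relative to plate controls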
NOD2-RIPK2 inh = blocks binding of human NOD2 to RIPK2; CHO BLA complementation NOD2-RIPK2, CCF4 ratio; inhibition, % at 4.98 µM; 360,000 tested, 0.38% active; AID 624267; in the data active = inhibition above about 21%;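 also: 0% = vehicle only and 100% = reference blocker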
LRH-1 inv ag = suppresses constitutive activity of human LRH-1. O00482. inhibition, % at 3.6 µM. 360,000 tested, 0.13% active. AID 602396. HEK293T StAR-luciferase reporter, LRH-1 transfected, 24 h;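 active = inhibition above the mean inhibition of all tested compounds plus 3 SD, cut at about 73% in these data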;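 also: 0% = DMSO wells and 100% = reporter-only cells lacking LRH-1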
Target sequence (O00482 whole entry, looked up): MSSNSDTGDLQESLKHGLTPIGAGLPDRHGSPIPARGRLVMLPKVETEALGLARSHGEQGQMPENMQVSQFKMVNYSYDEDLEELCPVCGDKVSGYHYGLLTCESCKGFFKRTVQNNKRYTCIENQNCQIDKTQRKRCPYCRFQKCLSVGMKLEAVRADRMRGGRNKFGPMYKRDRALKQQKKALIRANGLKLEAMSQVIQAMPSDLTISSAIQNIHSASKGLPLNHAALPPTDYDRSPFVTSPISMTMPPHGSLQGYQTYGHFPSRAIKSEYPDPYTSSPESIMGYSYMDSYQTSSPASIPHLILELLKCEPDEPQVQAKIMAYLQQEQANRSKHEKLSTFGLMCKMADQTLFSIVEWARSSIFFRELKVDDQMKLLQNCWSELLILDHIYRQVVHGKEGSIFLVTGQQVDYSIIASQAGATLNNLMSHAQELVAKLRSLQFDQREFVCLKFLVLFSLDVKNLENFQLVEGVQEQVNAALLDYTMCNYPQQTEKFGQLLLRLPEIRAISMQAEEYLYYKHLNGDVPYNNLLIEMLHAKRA
SRC2 inh = inhibits human steroid receptor coactivator 2; Q15596; AID 651957; 370,000 tested, 0.17% active; HEK293 GAL4-SRC2 luciferase reporter, luminescence; inhibition, % at 9 µM;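 active = inhibition above the mean inhibition of all tested compounds plus 3 SD, set per campaign, cut at about 52% in these data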;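 also: 0% = DMSO treated cells and 100% = cells given Gossypol at 36 µM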
NCOA1 inh = inhibits human SRC1 coactivator; Q15788; 360,000 tested, 0.12% active; inhibition, % at 3.6 µM; HEK293 GAL4-SRC1 luciferase reporter, luminescence; AID 588354;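 active = inhibition above the campaign mean plus 3 SD, with each screening campaign given its own cutoff, cut at about 60% in these data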;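 also: 0% = DMSO treated cells and 100% = gossypol at 36 µM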
EBV LMP1 NFkB = reduces LMP1-driven NF-kappaB luciferase signal; LMP1-induced NF-kappaB luciferase reporter cells, luminescence; inhibition, % at 12.5 µM; 350,000 tested, 0.69% active; AID 504558; in the data active = inhibition above about 41%;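 also: 0% = neutral control wells and 100% = reference inhibitor control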
SRC3 inh = inhibitors of human steroid receptor coactivator 3 (SRC3) | Q9Y6Q9 | HEK293 GAL4-SRC3 luciferase reporter, luminescence | inhibition, % at 3.6 µM | 360,000 tested, 0.17% active | AID 588352;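 active = inhibition above a per-campaign cutoff, the mean of all compounds plus 3 SD, cut at about 60% in these data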;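 also: 0% = DMSO-treated cells and 100% = gossypol-treated cells at 36 µM; higher means less SRC3-driven luciferase light from the GAL4 reporter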
TROY signal inh = blocks TROY-dependent signaling in reporter cells; Q293 LMP1-TROYcd NF-kB luciferase reporter, 4 h; inhibition, % at 10 µM; 360,000 tested, 0.98% active; AID 1347056;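 active = compounds whose plate-normalised and pattern-corrected inhibition of the luciferase reporter signal at the single screening dose is 50% or more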
Active calls of the source: *; . = no result given.

The line under a structure holds: TLR9-MyD88 inh	TWEAK-Fn14 inh	NR2F2 inh	C8 TRAIL sens	NOD2-RIPK2 inh	LRH-1 inv ag	SRC2 inh	NCOA1 inh	EBV LMP1 NFkB	SRC3 inh	TROY signal inh
#1 Cc1noc(C)c1S(=O)(=O)Nc1ccc(C(=O)N2CCc3ccccc3C2)cc1
  0	3	1	-12	-11	7	-43	-2	-2	-43	-6
#2 C=C(C)C(=O)Nc1cccc(C2=NOC3(C2)C[C@@H](C(N)=O)N(C(=O)/C(C)=C/C)C3)c1 (some centres undefined)
  8	-2	12	-3	-3	-28	11	-7	22	1	-12
#3 CN(CC1CCN(CCc2cccc(C(F)(F)F)c2)CC1)C(=O)c1ccc(F)cc1
  0	-11	9	12	-6	-3	-13	8	11	6	-1
#4 O=C(N(c1ccccc1)c1ccccc1)N(c1ccccc1)c1ccccc1
  .	2	-2	11	-3	7	-8	-6	.	-7	-3
#5 CN(c1ccccc1C(=O)Nc1cccc(Cl)c1Cl)S(C)(=O)=O
  -6	14	-5	-12	0	-8	-2	-25	0	20	-5
#6 CCCn1nnc(NC(=O)Cc2ccccc2)n1
  -5	14	0	-13	-4	13	-9	-10	5	-5	-1
#7 COc1cc(=O)[nH]c(=O)n1CC(=O)c1ccccc1
  -2	4	5	3	0	-10	-5	-14	-3	-12	9
#8 NNC(=O)c1ccc(S(=O)(=O)N2CCc3ccccc32)cc1
  -3	-2	-5	-6	-10	2	-1	-7	9	-5	14
#9 CCn1c(SCC(=O)N/N=C/c2ccccc2OCC(=O)O)nnc1-c1ccc(C)cc1
  5	5	7	2	3	3	22	-3	-3	18	-17
#10 CC1=CC(=C2N=C(c3ccccc3)OC2=O)C=C(C)O1
  1	-16	-6	10	0	-1	-35	-65	-9	-43	-8
#11 Nc1ncccc1OCc1cccc(C(F)(F)F)c1
  11	-14	14	12	-6	21	11	-20	-10	8	-8
#12 CCCc1n[nH]c(=S)n1Cc1ccco1
  -3	12	17	-4	-2	18	4	-29	0	6	-2
#13 O=C(CN(CCc1ccccc1)C(=O)c1csnn1)NCc1ccc(F)cc1
  5	8	-11	-12	-7	5	32	-8	-5	7	-7
#14 COc1ccc(OC)c(-c2nc(C(=O)NC3CCN(Cc4ccccc4)CC3)cc3c2[nH]c2ccccc23)c1
  -9	-7	6	7	-5	-22	-23	3	-8	23	5
#15 CN(N=Cc1ccccc1O)c1ccc2ccccc2n1
  -5	-8	-71	13	-4	-42	-20	-99	-20	-98	-52
#16 Cc1noc(C)c1C(c1ccccc1)c1ccccc1
  7	-3	.	-10	-1	-3	.	-10	-1	6	-24
#17 O=[N+]([O-])c1ccc(N2CCOCC2)c(S(=O)(=O)N2CCOCC2)c1
  7	11	4	-2	-4	7	6	-8	-3	21	-8
#18 CCCCCCCCCCCCN1[C@@H](CC(C)=O)c2cc(C(F)(F)F)ccc2S1(=O)=O
  6	17	7	8	6	-3	-7	0	-9	17	-4
#19 Cc1nn(Cc2ccccc2)c(C)c1C(=O)N1CCN(CC(=O)Nc2ccc(F)cc2)CC1
  -11	-2	-9	4	-2	3	9	7	3	8	-18
#20 CC(=O)c1ccc(N=c2scc(C)n2C(C)C)cc1
  1	9	-11	-3	-1	-25	-8	-18	-1	3	0
#21 Cc1cc(C=O)c(O)cc1O
  -2	-7	6	-8	-12	5	-20	-16	-1	17	9
#22 O=c1[nH]c2cccnc2n(CCNc2ncc(C(F)(F)F)cc2Cl)c1=O
  9	-8	-1	5	-1	1	-26	-52	-1	-12	5
#23 Cc1nc(-c2cccc(NC(=O)c3ccc(Cl)c(S(=O)(=O)N4CCCC4)c3)c2)cs1
  -5	44	11	13	-5	6	-21	7	4	-3	48
#24 CN1C(=O)[C@@](O)(c2cn(C)c3ccccc23)c2ccccc21
  .	.	7	-10	5	16	13	.	.	.	.
#25 Cc1ccc(C(=O)N2CCOCC2)c(F)c1F
  -5	4	12	3	1	-2	12	6	-9	4	-11
#26 COc1ccc(-n2c(-c3cccc(C)c3[N+](=O)[O-])n[nH]c2=S)cc1
  18	-1	-7	9	2	-9	3	7	-20	12	-14
#27 N#Cc1ccc(-c2nc3c4ccccc4ccn3c2Cc2ccccc2C(F)(F)F)cc1
  .	19	-2	-11	-4	30	-3	-23	.	9	-3
#28 CC(=O)c1ccc(S(=O)(=O)N2CCN(C(=O)c3ccc(COc4ccccc4)o3)CC2)cc1
  0	13	18	13	0	13	2	5	9	5	14
#29 CCc1cc2c(CN3CCN(C)CC3)cc(=O)oc2cc1O
  6	-9	12	-19	12	4	-1	-3	-3	-3	-15
#30 CC(O)(c1ccc(F)c(F)c1)c1nc(/C=C/c2ccc(C(F)(F)F)cc2)cs1 (centres undefined)
  .	23	0	-1	4	6	7	9	.	4	0
#31 NNC(=O)COc1ncn(-c2ccccc2)n1
  0	0	4	-3	7	5	-18	-29	0	3	-5
#32 CC1(C)SC(=S)N(NC(=O)Nc2cccc3ccccc23)C1N(O)C(=O)Nc1ccccc1 (centres undefined)
  -2	22	9	16	-3	12	-8	-37	5	-2	55*
#33 CNc1cc(-c2cnn(CC(C)C)c2)ncn1
  .	-5	-29	8	-8	-118	-60	-92	.	-61	-45
#34 Cc1ccccc1OCC(=O)N/N=C/c1ccccn1
  -3	-16	2	1	6	-35	-17	0	-33	16	14
#35 O/N=C/c1ccnc(SCc2ccc(Cl)cc2)n1
  -8	12	-39	4	-12	-44	-39	-54	-20	-43	-22
#36 CC(C)Cc1csc(NC(=O)c2ccc(F)cc2)c1C(=O)O
  3	40	16	3	-5	13	-37	1	10	20	-14
#37 O=C(COc1cccc2cccnc12)Nc1ccccc1N1CCOCC1
  4	-11	5	18	6	-19	9	4	0	-12	15
#38 O=C(NC(NNc1ccc([N+](=O)[O-])cc1)(C(F)(F)F)C(F)(F)F)c1ccccc1Cl
  2	-2	3	-15	-1	44	4	-17	5	19	10
#39 CN1CCN(c2ccc([N+](=O)[O-])cc2/C=N/NC(=O)c2ccc(F)cc2)CC1
  9	2	-4	-26	-3	18	-9	10	6	27	-4
#40 CCCCc1ccc(NC(=S)Nc2ccc(Cl)c(S(=O)(=O)N(C)C)c2)cc1
  9	0	4	-5	-8	0	4	4	7	-6	-14
#41 CC#CCCC(=O)N1C=Cc2ccccc2C1C#N (centres undefined)
  0	-11	-10	7	3	0	0	-28	-10	7	8
#42 CCOc1ccc(NC(=S)NC(=O)c2c(Cl)cnn2CC)c([N+](=O)[O-])c1
  -2	-2	3	8	-16	5	13	-14	5	4	-10
#43 CCN(C(=O)CSc1nnc(-c2ccc3c(c2)OCO3)o1)C1CCS(=O)(=O)C1 (centres undefined)
  -2	7	-9	12	-1	2	-9	-11	0	6	-13
#44 Nc1ccc(-c2cc(N)n(-c3ccccc3)n2)cc1
  -4	33	6	-4	-4	-6	-15	-28	-11	-56	39
#45 COc1ccccc1NC(=O)N1CCN(S(C)(=O)=O)CC1
  4	-11	0	1	-11	-5	-6	1	8	10	-10
#46 Cc1ccc(C(=O)CCC(=O)Nc2cccc(C(F)(F)F)c2)cc1C
  6	-22	5	2	8	-1	11	-15	6	-14	21
#47 CCC(=O)N1CCN(c2ccc(NC(=O)c3c(F)c(F)c(OC)c(F)c3F)cc2)CC1
  -2	6	8	-2	-2	-12	-13	2	-15	13	3
#48 O=C1NCCN1CCNS(=O)(=O)c1ccc(F)c(Cl)c1
  -10	-32	-11	-6	-10	25	-8	-6	6	-7	-20
#49 N/C(=N\OC(=O)CC1CCCCC1)c1ccc(Br)cc1
  5	-37	0	1	0	13	-28	3	-3	8	-53
#50 N/C(=N\OC(=O)Cc1ccccc1[N+](=O)[O-])c1ccccn1
  -11	-19	-30	-10	-10	-26	-28	-13	-8	-24	7
#51 COc1ccc(NC(=O)CNc2ccc(OC)c(S(=O)(=O)N3CCOCC3)c2)cc1
  -10	-3	-11	3	2	-35	-12	4	2	-1	-6
#52 NS(=O)(=O)c1ccc(CCNC(=O)/C=C/c2cccc([N+](=O)[O-])c2)cc1
  -4	-14	3	2	8	-4	4	1	7	-13	14
#53 CCn1c(=O)c2[nH]c(Cl)nc2n(CC)c1=O
  2	-59	-7	21	0	-38	-27	-52	1	-77	-21
#54 CCOC(=O)C1=C(COc2ccccc2)NC(=O)NC1c1ccc(Cl)cc1 (centres undefined)
  -6	-5	7	-1	-6	-11	-5	-4	-2	1	-4
#55 Cc1ccc(C(=O)N2CCC(C(=O)NCc3cccnc3)CC2)cc1
  -11	7	-7	-8	-2	-1	-7	13	5	-8	16
#56 O=C1c2ccccc2C(=O)N1CCc1c(-c2[nH]c3ccccc3c2CCN2C(=O)c3ccccc3C2=O)[nH]c2ccccc12
  -3	-43	-10	26	10	21	-2	-13	-33	-7	-16
#57 CCCN(CC(=O)Nc1ccccc1C)C(=O)Cc1c(C)nc2ccccc2c1C
  2	-2	-10	3	4	11	13	-15	0	-20	16
#58 COc1ccc(OC)c(C2C3CN(C(C)C)CC=C3C(C#N)=C(N)C2(C#N)C#N)c1 (centres undefined)
  -7	1	4	-20	0	-4	-12	4	-6	18	-2
#59 CCC1SC(CC)C(=O)N(CC(=O)NCc2ccc(F)cc2)C1=O (centres undefined)
  5	0	-1	-11	3	8	-30	18	0	10	-8
#60 CCOC(=O)c1sc2ccccc2c1OC(=O)c1ccccc1OC
  -4	45	22	2	-19	18	-13	-7	6	15	32

Remaining list, next part:
The line under a structure holds: TLR9-MyD88 inh	TWEAK-Fn14 inh	NR2F2 inh	C8 TRAIL sens	NOD2-RIPK2 inh	LRH-1 inv ag	SRC2 inh	NCOA1 inh	EBV LMP1 NFkB	SRC3 inh	TROY signal inh
#61 Cc1ccccc1-c1nn(-c2ccc(F)cc2F)cc1CNCCCN(C)C
  2	-18	-5	9	4	-11	9	-11	-30	16	9
#62 O=S(=O)(c1ccc(Oc2ccc(F)c(Cl)c2)nc1)N1CCOCC1
  -2	4	14	6	9	-17	-9	-9	1	-2	-21
#63 O=C(C#Cc1ccccc1)c1cccc([N+](=O)[O-])c1
  11	48	-2	20	5	-15	5	-15	39	5	17
#64 CSc1ccccc1NC(=O)CN(C)Cc1cc(=O)n2ccsc2n1
  4	-18	-10	4	-4	5	-9	-40	2	-5	-5
#65 CCOC(=O)c1sc(N2C(=O)C(O)=C(C(=O)c3ccco3)C2c2cccc([N+](=O)[O-])c2)nc1C (centres undefined)
  0	-30	13	-12	-11	16	5	-4	14	-4	-15
#66 S=c1[nH]nc(-c2ccc(Cl)cc2)n1/N=C/c1ccco1
  1	2	12	-8	1	14	12	-4	3	1	-2
#67 N#Cc1nc(-c2cccc(Cl)c2)oc1NCc1cccnc1
  -2	-14	-6	7	0	-13	-24	-34	-32	-18	-30
#68 COc1ccc(C2(NC(C)=O)CCN(C(=O)c3cccs3)CC2)cc1
  9	5	-11	0	-1	17	10	11	4	16	0
#69 Cc1ccc(C(=O)N/N=C/c2ccc(-c3cccc(C(F)(F)F)c3)o2)cn1
  11	7	-1	3	4	18	-10	-7	3	33	35
#70 O=S(=O)(CCN1CCN(c2ccccn2)CC1)c1ccc(Cl)cc1Cl
  -2	3	12	-10	-5	1	-4	-20	-5	15	0
#71 CCOC(=O)C(=O)Nc1ccc(F)cc1
  7	7	-6	-8	-12	10	-14	-44	-23	15	16
#72 Cc1ccccc1NC(=O)C1CCCN(c2ncnc3onc(-c4ccc(F)cc4)c23)C1 (centres undefined)
  -3	-9	7	-11	10	7	7	10	5	14	2

A portion of the library. The share of hits here may be higher or lower than overall.
